14-3-3g Raf: modulators of 14-3-3 gamma protein binding, primary screen, biochemical, fluorescence polarization. inhibition, % at 40 µM. FP, 14-3-3gamma / TMR-pS259-Raf peptide binding. 14-3-3 protein gamma (Homo sapiens), P61981. hit rate 0.19% among 160,000; in the data active = inhibition above about 30%;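 note: 0% = protein plus tracer without compound and 100% = blank with tracer alone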
Target sequence (P61981 whole entry, looked up): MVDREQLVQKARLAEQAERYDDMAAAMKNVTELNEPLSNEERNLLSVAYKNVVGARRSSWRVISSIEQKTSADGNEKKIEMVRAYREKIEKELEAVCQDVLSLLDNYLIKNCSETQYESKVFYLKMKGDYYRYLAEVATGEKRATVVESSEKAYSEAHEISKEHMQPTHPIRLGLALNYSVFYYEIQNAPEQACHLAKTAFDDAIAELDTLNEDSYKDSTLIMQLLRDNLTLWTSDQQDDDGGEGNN
Numbers without * were called inactive; & = joins results of further samples. Not all compounds are listed (hit frequency here may not be typical).

14-3-3g Raf,smiles
-33,COc1ccc(C)cc1NC(=O)c1cc(S(=O)(=O)N2CCCCC2C)ccc1F (centres undefined)
-7,O=C(Cc1coc(-c2ccc(F)cc2)n1)Nc1ccccc1
-4,CC(C)(C)C1CCc2c(sc(NC(=O)c3ccco3)c2C(N)=O)C1 (centres undefined)
-3,CC(C)(C)C(=O)NCCc1nc2ccccc2[nH]1
-2&1,COC(=O)c1ccc2c(=O)n(CCC3=CCCCC3)c(SCC(=O)N3CCCC3)nc2c1
3,COc1ccc(C2C(=O)N(CCc3ccccc3)CC(=O)N2Cc2ccccc2Cl)cc1 (centres undefined)
10,COc1ccc(-c2nnc(-c3ccncc3)o2)cc1OC
-17,COc1cc(S(=O)(=O)NCCC23CC4CC(CC(C4)C2)C3)ccc1Cl
5,Cc1ccc(-c2n[nH]c(=O)c3ccccc23)cc1S(=O)(=O)Nc1ccc(F)cc1
-4,NC(=O)C1CCN(CC(=O)c2c[nH]c3ccc(F)cc23)CC1
-5,COc1ccc(S(=O)(=O)Nc2cccc(C(=O)O)c2)cc1C(=O)O
-8,Cc1ccc(N(CC(=O)O)S(C)(=O)=O)cc1Cl
0,N#CN(CC(N)=O)c1nc(N2CCCCC2)nc(N2CCCCC2)n1
-2,COC(=O)CSc1nc(-c2ccccc2)c2cc(Cl)ccc2n1
1&3,O=C(C1CCC(=O)N1C1CCCCC1)N1CCN(c2ccc(F)cc2)CC1 (centres undefined)
-3,COc1ccc(N2CCN(C(=O)C(C)Oc3cccc(Cl)c3)CC2)cc1 (centres undefined)
-5,COc1ccc(S(=O)(=O)NC(CC(=O)NCc2ccco2)C(C)C)cc1 (centres undefined)
-2,Cc1ccc2nc(-c3cccnc3)c(Nc3ccc(C(C)C)cc3)n2c1
-2,CCN(CC)S(=O)(=O)c1ccc2c3c(cccc13)C(=O)N2
2,COc1ccc(N(C(=O)CNC(=O)c2ccco2)C(C(=O)NC2CCCCC2)c2ccco2)cc1 (centres undefined)
-11,CCOc1cc(Cn2c(-c3ccc(O)c(OCC)c3)nc3ccccc32)ccc1O
-2,N#Cc1c(N)n(-c2ccccc2)c2nc3ccccc3nc12
-232,O=C1c2ccccc2-c2onc3ccc(Nc4ccccc4)c1c23
-2,O=C(O)C1CSC2c3ccccc3C(=O)N12 (centres undefined)
-2,N#CC1=C(N)N2C(=C(C#N)C13CCCCC3)SC1CCCCC12O (centres undefined)
3,CCOC(=O)c1c(NC(=O)Cn2nnc3ccccc32)sc2c1CCC(C)C2 (centres undefined)
-21,Cc1ccc(-n2nnnc2SCC(=O)Nc2ccc3c(c2)COC3=O)cc1C
-2,CN(C)CCCN1C(=O)C(=O)/C(=C(/O)c2ccc(F)cc2)C1c1ccccc1F (centres undefined)
-8,O=C(c1n[nH]c(=O)c2ccccc12)N1CCCCCC1
-3&1,Cc1nn(Cc2ccc(Cl)cc2)c(C)c1NC(=O)c1noc2c1CCCCC2
-1,Cc1cc(C(=O)NCc2cccnc2)n(-c2ccccc2)n1
-15,COc1ccccc1OC(=O)C1CC(=O)N(c2ccc(Cl)cc2)C1 (centres undefined)
-2,O=C(c1ccc(CNS(=O)(=O)c2ccc(F)cc2)cc1)N1CCC(Cc2ccccc2)CC1
10,COC(=O)c1ccc(OC)c(CSc2nnc(-c3ccc(C)cc3)o2)c1
-13,O=C(O)c1ccc(Oc2ccc(NC(=O)C3CCCCC3)cc2)cc1C(=O)O
-5,O=C(O)c1ccc(NCc2ccc(Cl)cc2)cc1
-7,COCCN1CC(O)=C(c2nc3ccccc3c(=O)[nH]2)C1=N
6,Cc1ccc(N(Cc2ccc(Br)cc2)C(=O)c2ccc([N+](=O)[O-])cc2)cc1
-3,CCN(CC)C(=O)C1CCCN(C/C=C/c2ccccc2)C1 (centres undefined)
-13,COc1cccc(C2Nc3ccccc3NC3=C2C(=O)CC(C)(C)C3)c1O (centres undefined)
-5,Cc1ccc(S(=O)(=O)CCC(=O)Nc2cc(Cl)ccc2C)cc1
-4&11,CC(=O)Nc1ccc(S(=O)(=O)Nc2ncccn2)cc1
0,CC1CCCCC1NC(=O)C1CCN(S(C)(=O)=O)CC1 (centres undefined)
-24,Cc1[nH]c(=O)[nH]c(=O)c1NS(=O)(=O)c1ccc2c(c1)CCCC2
1,CCc1ccccc1NC(=O)CSC1=C(C#N)C(c2ccc(O)c(OC)c2)C2=C(CCCC2=O)N1 (centres undefined)
-7,CC1CC(C)CN(C(=O)c2cn(C)c3ccc(S(=O)(=O)N(C)C4CCCCC4)cc3c2=O)C1 (centres undefined)
-3,Cc1cc(OCc2nc(-c3nonc3N)no2)ccc1Cl
5,Cc1oc2cc(Br)c(OCc3ccccc3F)cc2c1C(=O)OC(C)C

Among those listed so far, these contain a furan ring, fused or not:
14-3-3g Raf,smiles
-4,CC(C)(C)C1CCc2c(sc(NC(=O)c3ccco3)c2C(N)=O)C1 (centres undefined)
-5,COc1ccc(S(=O)(=O)NC(CC(=O)NCc2ccco2)C(C)C)cc1 (centres undefined)
2,COc1ccc(N(C(=O)CNC(=O)c2ccco2)C(C(=O)NC2CCCCC2)c2ccco2)cc1 (centres undefined)
5,Cc1oc2cc(Br)c(OCc3ccccc3F)cc2c1C(=O)OC(C)C

Going on with the list.
14-3-3g Raf,smiles
-2,COc1ccc2[nH]c3c(c2c1)CN(C)CC3
-2,CC1=C(C(=O)Nc2ccccc2F)C(c2ccccc2)C2=C(CC(c3ccccc3)CC2=O)N1 (centres undefined)
-4,O=C(OCCN1C(=O)c2ccccc2C1=O)c1ccccc1
-7,COc1ccc(-c2cnnn2-c2ccc(NC(=O)c3ccccc3F)cc2)cc1
-6,CC(=O)N1CCc2cc(Br)cc(S(=O)(=O)N3CCN(c4ccc(Cl)cc4)CC3)c21
-5,Cc1cc2c(cc1C)CSC(c1ccccc1O)SC2
-1&2,O=[N+]([O-])c1cccc2cn[nH]c12
7,COCCCN1C(=S)NC2c3cccc(OC)c3OC1(C)C2C(=O)N(C)C (centres undefined)
-4&7,CCOC(=O)c1c(C)oc2ccc(OCC(N)=O)cc12
1,O=S1(=O)N=C(Nc2cc(C(F)(F)F)ccc2Cl)c2ccccc21
-1,CCNC(=O)COC(=O)COc1ccc(Cl)cc1C
-1,Cc1noc(C)c1S(=O)(=O)N1CCCC(C(=O)NCCc2ccc(Cl)cc2)C1 (centres undefined)
-3,Cn1cc(CCC(=O)NC2CCCCCC2)c2ccccc21
47*,Cc1c(Cl)c(C)c([N+](=O)[O-])c(O)c1C=Nc1ccc(Br)cc1C(=O)O
-4,Cc1ccc(N2C(=O)c3ccc(C)cc3C2=O)c(Cl)c1
-11,Cc1cccc(C)c1OCc1nnc(SCC(=O)NCCc2ccccc2)o1
-3,COc1ccccc1NC(=O)CSc1nnc(CNC(=O)COc2ccc(Cl)cc2)o1
-3,CN1CCc2c(sc3c2c(=O)n(-c2ccccc2)c2nnc(SCc4ccc(Cl)cc4)n32)C1
-5,COc1ccc(C2(C(=O)NCC3(c4ccccc4)CCOCC3)CCCC2)cc1OC
-14,COc1ccc(NC(=O)COc2ccccc2C)cc1OC
3,Cc1nc(N2CCN(c3ccc([N+](=O)[O-])cc3)CC2)c2c3c(sc2n1)CCCC3
-6,Cc1sc2c(c1C)c(=O)n(-c1ccc(Cl)cc1)c(=O)n2CC(=O)Nc1ccc(F)cc1
-11,O=C1NCCCc2c1oc1cc(Br)c(O)c(Br)c21
-1,O=C(CSc1nnc(-c2cccs2)o1)N1CCOCC1
0,CCCCCCCOC(=O)C1=C(C)Nc2nnnn2C1c1ccc(F)cc1 (centres undefined)
-7,COC(=O)c1ccccc1NC(=O)COC(=O)CSCC(=O)N1CCOCC1
-12,CCCCC(=O)N1c2ccccc2NC2=C(C(=O)CCC2)C1c1ccc(N(C)C)cc1 (centres undefined)
2,COc1ccc2c(=O)c(-c3ccccn3)coc2c1
-2,O=C(NCc1nc(-c2ccccc2)no1)c1ccc2c(c1)OCO2
2,O=C1CCCC2=C1C(c1ccc(C(F)(F)F)cc1)Nc1ccc(C(=O)c3ccccc3)cc1N2 (centres undefined)
-1,CCCCc1ccc(Nc2nc(C)cc(-n3nc(C)cc3C)n2)cc1
-3,CCOc1ccc(NC(=O)CCS(=O)(=O)c2ccc(Br)s2)cc1
-12,Cn1cc(C(=O)NCCCN2CCCC2)c2c3ccccc3n(C)c2c1=O
-1,O=C(CCN1C(=O)COc2ccccc21)NCc1ccc(F)cc1
8,COc1cc(OC)c(C2N(c3ccccn3)C(=O)C3CCCN32)cc1OC (centres undefined)
1,COc1cc2c(cc1OC)C(C(=O)NCCN(C)C)C(c1cccnc1)N(C)C2=O (centres undefined)

A second format for part of the listing above.
SMILES: Cn1cc(C(=O)NCCCN2CCCC2)c2c3ccccc3n(C)c2c1=O
  14-3-3g Raf = -12
SMILES: O=C(CCN1C(=O)COc2ccccc21)NCc1ccc(F)cc1
  14-3-3g Raf = -1
SMILES: COc1cc(OC)c(C2N(c3ccccn3)C(=O)C3CCCN32)cc1OC (centres undefined)
  14-3-3g Raf = 8
SMILES: COc1cc2c(cc1OC)C(C(=O)NCCN(C)C)C(c1cccnc1)N(C)C2=O (centres undefined)
  14-3-3g Raf = 1

Later entries
14-3-3g Raf,smiles
11,O=C(NCc1nc(-c2ccccc2)no1)c1cccs1
-8,Cc1cccc(C(C)C)c1NC(=O)c1cccnc1
-13,Cn1cc(SCc2ccc(F)cc2)c2ccccc21
-5,CCOC(=O)C1=C(C)Nc2nc(SCc3cccc(C)c3)nn2C1c1ccc([N+](=O)[O-])cc1 (centres undefined)
-5,Cn1c(SCC(=O)Nc2ccc3c(c2)OCCO3)nnc1-c1ccco1
-1,CC1CCCCC1NC(=O)CSc1nncs1 (centres undefined)
-13,COc1ccc(-n2nc3ccc(NC(=O)c4ccc([N+](=O)[O-])cc4)cc3n2)cc1
-4,CCOC(=O)c1oc2ccc(Br)cc2c1CSc1nnc(C)s1
24,CSc1ccc(C2C3=C(CCCC3=O)Nc3ccccc3N2C(C)=O)cc1 (centres undefined)
1,CCOc1ccc2cc(C(N)=O)c(=Nc3cccc(C)c3)oc2c1
-11,N#Cc1cc(N2CCOCC2)cc2ccccc12
0,Cc1ccc(OCC(=O)N2CCN(C(=O)c3cccs3)CC2)cc1
-6&-1,CCCC(=O)N1CCN(S(=O)(=O)c2cc(Cl)ccc2OC)CC1
2,CCCNS(=O)(=O)c1ccc(OC)c(OC)c1
-1,COCc1[nH]nc2c1C(C1C=CCCC1)C(C#N)=C(N)O2 (centres undefined)
-8,CCCS(=O)(=O)c1c(S(=O)(=O)CCC)c2c(C)cccn2c1C(=O)c1ccccc1
-2,COc1cc(Cl)c(S(=O)(=O)n2cnc(C)c2)cc1Cl
-20,Cc1cccc(C(=O)Nc2ccc(-c3nc4cc(C(C)(C)C)ccc4o3)cc2)c1
10,CC(=O)c1cccc(NC(=O)c2cc3nc4c(c(C(F)(F)F)n3n2)CCc2ccccc2-4)c1
4,CCN(CC)c1nc(-c2cccc(OC)c2O)nc2ccccc12
6,COC(=O)C1=NNC2C(=O)N(c3ccc(Br)cc3)C(=O)C12 (centres undefined)
-11,CC(=O)c1ccc(NC(=NS(=O)(=O)c2ccc(C)cc2)c2ccc(Cl)cc2)cc1
-10,CCOC(=O)c1cnc2c(Cl)cccc2c1Nc1ccc2c(c1)OCCO2
-6,CCOC(=O)N1CCC(NC(=O)c2ccc3nc(N4CCOCC4)sc3c2)CC1
0,CC(=O)NCCCc1nc2ccccc2n1CC(C)C
-6,CC(=O)c1ccc(-n2nnnc2SCC(=O)N2CCN(C(=O)c3ccco3)CC2)cc1
-3,CCOC(=O)C1=NN(c2ccc(OC)cc2)C2C(=O)N(c3ccccc3)C(=O)C12 (centres undefined)
5,COc1ccc(Br)cc1C1NC(=O)CCC1[N+](=O)[O-] (centres undefined)
9,C=CCn1c(SCCN2C(=O)c3ccccc3C2=O)nc2sc(-c3ccccc3)cc2c1=O
-7,CC(C)c1ccc(S(=O)(=O)N2CCN(C(=O)COc3ccccc3)CC2)cc1
-8,O=C(CSc1ncnc2c1nnn2Cc1ccccc1F)N1CCN(c2ccccc2)CC1
-43,Cc1ccc(NC(=O)c2cccc(C(=O)Nc3ccc(C)cc3[N+](=O)[O-])n2)c([N+](=O)[O-])c1
-2,COc1ccc(Cc2nnc(SCC(=O)NCc3ccco3)o2)cc1
-4,CC(C)C1=CC23CCC4C(C)(C(=O)O)CCCC4(C)C2CC1C1C(=O)N(Cc2ccccc2)C(=O)C13 (centres undefined)
-3,CC(C)Cn1cc(C(=O)N2CCOCC2)c2c3ccccc3n(C)c2c1=O
-2,Cc1cc(Br)ccc1NC(=O)C1C(C=C(Cl)Cl)C1(C)C (centres undefined)
-11,c1ccc2c(c1)nc(NCc1ccc3c(c1)OCO3)n2CCN1CCOCC1
2,CC(C)(C)n1nc2c(c1NC(=O)c1ccc(Br)o1)CS(=O)(=O)C2
-5,Cc1ccc(C2CC(=O)C3=C(C2)Nc2ccccc2NC3c2ccc(Br)cc2)cc1 (centres undefined)
-9,COc1cccc(OC)c1C(=O)N1CCN(c2c(Cc3ccccc3)c(C)nc3ncnn23)CC1
-2,CC1CCN(CCCNC(=O)Cn2c(=O)[nH]c3ccccc3c2=O)CC1
-20,CC(=NCCc1ccccc1)C1=C(O)CSC1=O
-10,Cc1cnc(C(=O)OCC(=O)N2c3ccccc3NC(=O)C2(C)C)cn1
-3,COc1cc(C(=O)NCc2ccc(C(=O)N3CCc4ccccc43)cc2)cc(OC)c1OC
5,Nc1nnc(CCc2ccccc2)s1
-8,Cc1ccc(C(=O)C(C)OC(=O)CCN2C(=O)C3C4C=CC(C5CC45)C3C2=O)cc1 (centres undefined)

3 records drawn at random from those above:
14-3-3g Raf,smiles
-5,Cc1ccc(C2CC(=O)C3=C(C2)Nc2ccccc2NC3c2ccc(Br)cc2)cc1 (centres undefined)
-20,CC(=NCCc1ccccc1)C1=C(O)CSC1=O
5,Nc1nnc(CCc2ccccc2)s1
